PKM2 act: qHTS Assay for Activators of Human Muscle isoform 2 Pyruvate Kinase; 260,000 tested, 0.34% active; Potency, µM (highest dose often 57.5 µM), for the others: at the top dose activation, most hits filed as activators; purified PKM2, Kinase-Glo ATP luminescence, activation; response scale: 0% is enzyme alone, no compound; Pyruvate kinase PKM (Homo sapiens), P14618; note: potency is the fitted concentration of half-maximal effect; % is set by controls: 0 for no effect and ±100 for the full control effect; nearly all actives have a fitted effect of over 55% in size
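Purified hPK-M2 (>95% pure) converted ADP (0.1 mM final) to ATP with 0.5 mM PEP in 50 mM imidazole pH7.2, KCl, MgCl2, Tween 20, BSA; 1 h at room temperature. ATP detected by Kinase-Glo luminescence.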
Giardia killer: Small Molecules that selectively kill Giardia lamblia: qHTS | Giardia lamblia trophozoite viability | activity change, % at 7.66 µM, hits read low | 340,000 tested, 0.15% active; in the data active = activity change below about -80%; inconclusive = between about -30% and that limit;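 note: parasites exposed to compound for two days anaerobically before the ATP read; % is set by controls: 0 for no effect and ±100 for the full control effect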
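Killing of trophozoites was scored by loss of ATP luminescence after a 48 hrs anaerobic exposure to compounds at 37 deg C, using 100 cells per well.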
Rab9 prom act: qHTS Assay for Rab9 Promoter Activators; Potency, µM (series often up to 9.22 µM), for the others: top-dose activation, negative = inhibition, actives largely listed as activators; 320,000 tested, 2.8% active; AID 485297, 2010; Huh7 Rab9 promoter-luciferase reporter, luminescence, 24 h; note: potency is the fitted concentration of half-maximal effect; % of control where 0% means no effect; nearly all actives have a fitted effect of over 60% in size
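Luminescence read-out: Huh7 cells stably expressing Rab9-luciferase, treated 24 h with compound at 37 °C, then lysed with luciferase reagent for 10 min at ambient before reading.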
FLuc counter: qHTS profiling assay for firefly luciferase inhibitor/activator using purifed enzyme and Km concentrations of substrates (counterscreen for miR-21 project); purified FLuc, Km substrates, luminescence inhibition; Potency, µM (top dose mostly 57.5 µM), for the others: at the highest dose activity change, negative = inhibition, usual class: inhibitors; 360,000 tested, 6.9% active;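 note: potency is the fitted concentration of half-maximal effect; plate controls were vehicle for no effect and reference inhibitor for full effect; nearly all actives have a fitted effect of over 55% in size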
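Biochemical qHTS of compounds, final roughly 60 µM downward over six points, against 10 nM purified firefly luciferase using Km concentrations of substrates (10 uM D-luciferin, 10 uM ATP) in Tris acetate pH 7.5 buffer; luminescence output.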
NPC1 prom act: qHTS Assay for NPC1 Promoter Activators | Huh7 NPC1 promoter luciferase reporter, 24 h | Potency, µM (highest dose often 9.22 µM), for the others: top-dose activation, actives largely listed as activators | 320,000 tested, 2.4% active;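 note: potency is the fitted concentration of half-maximal effect; % of control where 0% means no effect; nearly all actives have a fitted effect of over 60% in size; reporter is driven by a mutant NPC1 promoter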
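Huh7 cells stably carrying NPC1 promoter–luciferase, plated in Opti-MEM with 10% FBS for 2 h, were exposed to compound in DMSO for 24 h at 37 °C; luciferase reagent was added for 10 min and luminescence read.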
BRCA1 expr up: qHTS Assay to Identify Small Molecule Activators of BRCA1 Expression; 380,000 tested, 1.1% active; AID 624202, 2012; Potency, µM (highest dose often 46.1 µM), without a hit: at the highest dose activation, actives largely listed as activators; MCF7-BRCA1-FFLuc reporter, luminescence, 48 h; response scale: scaled: vehicle 0%, 10 µM genistein 100%; note: potency is the fitted concentration of half-maximal effect; nearly all actives have a fitted effect of over 80% in size; some results filed as inactive show a strong effect at the top dose
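MCF7 cells carrying a BRCA1-firefly luciferase reporter (2000 cells/well, phenol-red free MEM) were attached for 2 h at 37 °C, then given compounds for 48 h. Luminescence was read 15 min after luciferase reagent; activity normalized to genistein (10 microM) and DMSO.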
VP16 counter: VP16 counterscreen qHTS for inhibitors of ROR gamma transcriptional activity; 310,000 tested, 3.5% active; Drosophila S2 Gal4-VP16 UAS-luciferase, luminescence, 20 h; Potency, µM (titrated, usually from 53.6 µM), for the others: at the highest dose activity, negative = inhibition, most hits filed as inhibitors; AID 2546, 2010;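 note: Gal4-VP16 expression switched on by copper sulfate through the metallothionein promoter; potency is the fitted concentration of half-maximal effect; % is set by controls: 0 for no effect and ±100 for the full control effect; nearly all actives have a fitted effect of over 50% in size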
ELG1 genotox: qHTS screen for small molecules that induce genotoxicity in human embryonic kidney (HEK293T) cells expressing luciferase-tagged ELG1; HEK293T ELG1-luciferase reporter, luminescence, 16 h; Potency, µM (doses to about 46 µM), for inactives: at the highest dose activity change, positive = activation, usual class: activators; 330,000 tested, 1.3% active; AID 504466, 2011; note: potency is the fitted concentration of half-maximal effect; % of control where 0% means no effect; nearly all actives have a fitted effect of over 60% in size
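Screening used a luciferase reporter fused to human ELG1 in HEK293T cells. Luminescence was read on a CCD plate imager after 16 hr exposure and 30 min ONE-Glo incubation.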
RORg inh: qHTS for inhibitors of ROR gamma transcriptional activity; Nuclear receptor ROR-gamma (Mus musculus), P51450; Drosophila S2 Gal4-RORgamma UAS-luciferase reporter, 20 h; Potency, µM (titrated, usually from 53.6 µM), for inactives: at the top dose activity change, negative = inhibition, usual class: inhibitors; 310,000 tested, 5.4% active; note: potency is the fitted concentration of half-maximal effect; % is set by controls: 0 for no effect and ±100 for the full control effect; nearly all actives have a fitted effect of over 60% in size
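Stably transfected Drosophila Schneider cells are the test system, with ROR gamma fused to Gal4 and luciferase under UAS control; luminescence is read after 20 hr of 700 uM copper sulfate induction at ambient temperature.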
p53 reactivator: qHTS assay for re-activators of p53 using a Luc reporter | H1299 p53-A138V BP100-luciferase reporter, luminescence, 24 h | Potency, µM (titrated, usually from 92.2 µM), for inactives: at the top dose activity change, positive = activation, hits mostly activators | 320,000 tested, 0.063% active; note: potency is the fitted concentration of half-maximal effect; % of control where 0% means no effect; nearly all actives have a fitted effect of over 45% in size
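p53-null H1299 cells stably carrying temperature-sensitive p53-A138V and a BP100-luciferase reporter were pinned with compounds (4-point, 1:5 series) and held 24 hrs at 37 deg C. Luminescence was read 10 min after detection reagent.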
Menin MLL FP TR: qHTS Assay for Inhibitors Targeting the Menin-MLL Interaction in MLL Related Leukemias: Competition With Texas Red Labeled MLL-derived Mutant Peptide; O00255; Menin + Texas Red MLL mutant peptide, fluorescence polarization; Potency, µM (top dose mostly 61.6 µM), for the others: at the highest dose FP activity change, negative = inhibition, hits mostly inhibitors; 270,000 tested, 0.23% active; active = well fitted inhibition curve with a large enough effect in the polarisation, with a control signal flat, not every such curve was filed as active; inconclusive = small, poorly fitted or top-dose-only effect, or effect the other way, or a change in a side signal; inactive = no such curve, though single readings can be large or run the other way; the % refers to the polarisation; note: potency is the fitted concentration of half-maximal effect; % of control where 0% means no effect; many of its hits are not listed in these tables
Target sequence (O00255 whole entry, looked up): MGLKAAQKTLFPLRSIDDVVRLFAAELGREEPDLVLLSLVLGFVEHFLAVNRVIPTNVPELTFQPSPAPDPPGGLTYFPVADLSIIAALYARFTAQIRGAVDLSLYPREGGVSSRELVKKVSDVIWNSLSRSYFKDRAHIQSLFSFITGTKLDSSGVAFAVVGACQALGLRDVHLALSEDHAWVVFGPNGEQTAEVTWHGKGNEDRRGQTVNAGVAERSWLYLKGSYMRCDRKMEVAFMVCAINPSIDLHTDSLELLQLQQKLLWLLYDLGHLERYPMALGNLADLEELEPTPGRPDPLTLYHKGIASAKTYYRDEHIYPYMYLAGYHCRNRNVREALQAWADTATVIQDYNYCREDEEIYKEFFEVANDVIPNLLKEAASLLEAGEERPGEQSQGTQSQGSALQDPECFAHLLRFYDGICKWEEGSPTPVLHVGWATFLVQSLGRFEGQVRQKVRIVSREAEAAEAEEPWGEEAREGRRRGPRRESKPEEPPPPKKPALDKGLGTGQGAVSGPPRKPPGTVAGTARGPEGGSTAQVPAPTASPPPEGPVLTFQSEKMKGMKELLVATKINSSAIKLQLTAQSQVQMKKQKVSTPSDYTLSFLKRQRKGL
Numbers without * were called inactive; ? = inconclusive; / = not tested or not shown; & = joins results of further samples; [ ] = another dose, or the depositor's remark. Unless noted, calls come from the whole dose curve; as a rule, active = well fitted curve in the direction sought with a large enough effect; inconclusive = small, poorly fitted or top-dose-only effect, or another doubt; inactive = no such curve, though single readings can be large; an effect the other way counts as inactive or inconclusive. This is a subset; count on the stated rates, not on these rows.

Order of results: RORg inh | ELG1 genotox | PKM2 act | NPC1 prom act | Rab9 prom act | p53 reactivator | BRCA1 expr up | FLuc counter | VP16 counter | Menin MLL FP TR | Giardia killer
CCC(C)Sc1nnc(-c2c[nH]c3ccccc23)n1CCOC (centres undefined)
→ 3% | -2% | -5% | -1% | 13% | -20% | -33% | -6% | 0% | -24% | 2
Cc1ccc2c(c1)CCCN2CC(=O)N(C)c1c(N)n(Cc2ccccc2)c(=O)[nH]c1=O
→ / | -3% | / | 6% | -2% | 2% | -11% | 2% | / | / | -26
Cc1nc(N2CCN(c3ccccn3)CC2)c2c(C)c(C(=O)N3CCN(c4cccc(Cl)c4)CC3)sc2n1
→ 8% | -9% | 3% | -8% | -4% | 2% | -25% | 0% | -11% | -13% | -19
O=C(NC1(N2CCOCC2)CC1)c1ccc(Cl)cc1
→ 19% | 0% | -14% | 1% | 5% | -1% | 12% | 2% | 0% | 2% | -1
C=CCN1C(=O)C(CC(=O)O)SC1=Nc1cccc([N+](=O)[O-])c1 (centres undefined)
→ 18% | -3% | -2% | 3% | -5% | -1% | 0% | -13% | 4% | -3% | 25
Cc1ccc(CNC(=O)c2cccc3c2C(=O)c2ccc(N4CCOCC4)cc2S3(=O)=O)cc1
→ / | -7% | / | 0% | -4% | -7% | -2% | -2% | / | / | -1
CCn1c(=O)cc(SCC(=O)N2CCOCC2)c2ccccc21
→ -37% | ? | -3% | -1% | -9% | 4% | -39% | 1% | 6% | 2% | -22
COc1cccc(CNC(=O)CCC2CCCN(C(=O)CCC(F)(F)F)C2)c1 (centres undefined)
→ -3% | 0% | -2% | -1% | -9% | 1% | -7% | 2% | 7% | 0% | 25
COc1ccc(CCN(C)c2ccc(S(=O)(=O)N3CCCC3)cc2[N+](=O)[O-])cc1OC
→ 35% | 2% | 8% | 2% | 3% | -11% | -41% | 6% | -7% | 18% | 29
Cc1ccccc1CNC(=O)Nc1ccc(Cl)cc1
→ / | ? | 0% | ? | ? | / | 7.1µM* | -18% | / | -4% | -2
O=C(CN1C2=NCCCN2c2ccccc21)c1ccc2c(c1)OCO2
→ 7% | 0% | -2% | -1% | -8% | -2% | -3% | 4% | -9% | -3% | 19
O=S(=O)(c1cc(Cl)ccc1Cl)N1CCN(c2ccccn2)CC1
→ -1% | -5% | / | 1% | 0% | -3% | -26% | 2% | 8% | / | -2
Cc1ccc(C)c(S(=O)(=O)NC(C)C(=O)NCc2ccccn2)c1 (centres undefined)
→ -7% | 14% | 0% | -1% | -1% | 14% | -14% | 4% | -6% | / | -7
COc1ccccc1C(=O)OC(C)CN1CCN(C)CC1 (centres undefined)
→ ? | -6% | -2%[11.5 µM] | -4% | 0% | 0% | -8% | -1% | -12% | -13% | 34[activator]
Cc1ccc2c(c1)N(CC(=O)NCCc1ccc(Cl)cc1)C(=O)c1cccnc1O2
→ 1% | -8% | 5% | -1% | -2% | 3% | -2% | 2%&-3% | -9% | -5% | 17
Cc1nc(NC(=O)c2ccccc2)sc1-c1csc(Nc2ccc(Cl)cc2Cl)n1
→ -38% | -1% | -10% | 0% | -1% | -1% | / | 9.5µM* | -5% | ? | /
Cc1nn(CC(=O)Nc2ccc(S(=O)(=O)N(C)C)cc2)c(C)c1[N+](=O)[O-]
→ 26% | 1% | -16% | 0% | 1% | -7% | 0% | 3% | 1% | 4% | 4
CCc1ccc2c(c1)C1(NN=C(c3cccc4ccccc34)S1)C(=O)N2 (centres undefined)
→ 2.8µM* | 6% | -4% | -14% | -11% | ? | / | -15% | 2.8µM* | ? | /
O=C(CNC(=O)c1ccc(Cl)cc1Cl)OCC(=O)c1ccc2c(c1)OCCO2
→ 21% | -2% | 2% | 2% | 10% | 9% | 31% | 17µM* | 7% | -3% | 26
CC(C)(CNC(=O)c1cc(=O)[nH]c2ccccc12)N1CCOCC1
→ ? | -2% | 0% | 2% | -4% | -5% | -7% | 12% | -5% | 0% | 8
COc1ccc(S(=O)(=O)Nc2c(C)nc3nc(C)[nH]n3c2=O)cc1
→ 2% | 1% | -4% | 1% | -4% | 4% | -1% | -2%&-9% | -2% | -14% | -5
COc1ccc(OCC(=O)OCCN(C)C)cc1
→ 11% | / | 3% | / | / | / | -11% | 6% | -9% | 0% | 0
Cc1ccc(CSCCNC(=O)CN(c2ccc(F)cc2)S(C)(=O)=O)cc1
→ -32%[1.91 µM] | -10% | 2% | -1% | -1% | -2% | 5% | -1% | -2% | -14% | -12
O=S(=O)(c1ccc(F)c2ccccc12)N1CCCCC1
→ ? | -3% | -5% | -2% | -1% | 6% | -16% | -2% | 1% | -9% | -21
CCOC(=O)c1c(NC(=O)Cn2c(=O)oc3ccccc32)oc(C)c1C(C)=O
→ 2% | 0% | -6% | -3% | -1% | -3% | -8% | 2% | 2% | -10% | 6
CCN1CCCC1CNC(=O)c1cc2cc(F)ccc2[nH]1 (centres undefined)
→ -1% | -1% | / | 11% | 0% | 5% | -55% | -4% | 3% | 42%[activator] | 6
Cn1nnc2cc(C(=O)NCc3ccc4c(c3)OCO4)ccc21
→ 3% | 1% | 2% | 2% | 6% | 3% | -9% | 4%[2.3 µM] | 5% | -3% | 14
CCC(CC)C1C(C#N)=C(N)SC(N)=C1C#N
→ 45% | -2% | -1% | -3% | -3% | 3% | -2% | 3% | -8% | 12% | 13
O=C(CCc1ccc(S(=O)(=O)N2CCOCC2)cc1)NN=C1CCCCCCC1
→ -6% | 2% | -1% | 2% | 1% | 1% | -9% | 8% | -5% | 8% | 15
O=C1C(=O)N(CCOCCO)C(c2ccccn2)/C1=C(\O)c1ccccc1 (centres undefined)
→ 12% | -3% | 2% | 1% | 6% | ? | 17% | -2% | 0% | 12% | -11

Of the compounds above, 4 have fluorine.
Order of results: RORg inh | ELG1 genotox | PKM2 act | NPC1 prom act | Rab9 prom act | p53 reactivator | BRCA1 expr up | FLuc counter | VP16 counter | Menin MLL FP TR | Giardia killer
COc1cccc(CNC(=O)CCC2CCCN(C(=O)CCC(F)(F)F)C2)c1 (centres undefined)
→ -3% | 0% | -2% | -1% | -9% | 1% | -7% | 2% | 7% | 0% | 25
Cc1ccc(CSCCNC(=O)CN(c2ccc(F)cc2)S(C)(=O)=O)cc1
→ -32%[1.91 µM] | -10% | 2% | -1% | -1% | -2% | 5% | -1% | -2% | -14% | -12
O=S(=O)(c1ccc(F)c2ccccc12)N1CCCCC1
→ ? | -3% | -5% | -2% | -1% | 6% | -16% | -2% | 1% | -9% | -21
CCN1CCCC1CNC(=O)c1cc2cc(F)ccc2[nH]1 (centres undefined)
→ -1% | -1% | / | 11% | 0% | 5% | -55% | -4% | 3% | 42%[activator] | 6

(more compounds)
Order of results: RORg inh | ELG1 genotox | PKM2 act | NPC1 prom act | Rab9 prom act | p53 reactivator | BRCA1 expr up | FLuc counter | VP16 counter | Menin MLL FP TR | Giardia killer
CC(NC(=O)C1CCCC1)c1ccc2c(c1)OCCO2 (centres undefined)
→ -1% | -1% | -4% | 0% | 9% | 7% | -8% | 0% | 14% | 29% | 13
CCC(C)c1ccc(NC(=O)COC(=O)CCNC(=O)c2ccco2)cc1 (centres undefined)
→ / | 3% | / | -3% | -3% | 13% | 23% | / | / | / | -13
C=CCOc1c(Cl)cc(CNc2ccc(C)c(Cl)c2)cc1OC
→ 10% | 5% | -3% | -16% | -14% | 26% | / | 4% | -3% | 11% | /
CC(C)(C)OC(=O)NNC(=O)c1ccc(Cl)cc1
→ -4% | ? | -10% | 11% | -1% | ? | 2% | 1% | -5% | 1% | -10
O=C(O)Cn1cc(C(=S)N2CCCCC2)c2ccccc21
→ 5% | 0% | -1% | -1% | -1% | 6% | 53% | ? | -14% | -18% | 14

Assay outcomes as filed in PubChem.
